S1P3 antag – S1P3 receptor antagonists, primary screen, cell-based; 0.27% of 170,000 active; inhibition, % at 4.98 µM; AID 485, 2006; CHO S1P3 NFAT-BLA reporter, FRET fluorescence, antagonist mode;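 active = inhibition above the plate cutoff, the mean inhibition of test wells on that plate plus 3 SD, cut at about 28% in these data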;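 note: cells challenged with S1P at its EC80 of 0.8 µM; blue over green emission ratio from cleaved BLA substrate after 4 h stimulation; 0% = S1P-stimulated wells and 100% = unstimulated DMSO-only wells; some compounds past the cut are filed as inactive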
Target sequence (Q99500 whole entry, looked up): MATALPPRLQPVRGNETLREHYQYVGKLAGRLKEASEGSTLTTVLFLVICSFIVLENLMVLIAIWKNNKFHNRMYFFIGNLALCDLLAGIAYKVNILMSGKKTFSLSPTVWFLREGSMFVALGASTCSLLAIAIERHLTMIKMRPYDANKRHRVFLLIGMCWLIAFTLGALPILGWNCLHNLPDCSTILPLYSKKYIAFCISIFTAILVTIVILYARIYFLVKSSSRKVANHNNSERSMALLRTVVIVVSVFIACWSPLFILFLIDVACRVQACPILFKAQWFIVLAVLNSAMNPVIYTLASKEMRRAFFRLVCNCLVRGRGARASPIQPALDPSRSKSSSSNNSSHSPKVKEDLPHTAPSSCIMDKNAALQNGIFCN
ROMK primary – ROMK potassium channel modulators, primary screen, cell-based, thallium flux, MLSMR library; 2% of 130,000 active; AID 1918, 2009; B-score at 10 µM; Tet-inducible ROMK, thallium flux fluorescence; actives lie on both sides;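 active = signal ratio slope over the read window, or its plate-corrected B-score, at least 3 SD from the plate mean, either direction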;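 note: B-score of the F/F0 ratio slope over 7 to 12 s after thallium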
Target sequence (P48048 whole entry, looked up): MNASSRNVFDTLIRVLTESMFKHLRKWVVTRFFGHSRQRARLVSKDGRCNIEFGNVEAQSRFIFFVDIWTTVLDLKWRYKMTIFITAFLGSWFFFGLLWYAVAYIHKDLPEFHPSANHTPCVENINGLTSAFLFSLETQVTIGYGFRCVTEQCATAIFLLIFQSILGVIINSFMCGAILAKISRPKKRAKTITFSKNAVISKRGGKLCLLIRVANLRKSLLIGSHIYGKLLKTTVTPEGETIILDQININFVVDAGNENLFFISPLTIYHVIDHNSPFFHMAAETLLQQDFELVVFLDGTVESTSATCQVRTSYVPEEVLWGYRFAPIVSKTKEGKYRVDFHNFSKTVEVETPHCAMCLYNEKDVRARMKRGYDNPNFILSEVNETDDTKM
Redox H2O2 prof – compounds producing H2O2 with reducing agent – biochemical, NIH compound library profiling, artefact control for MLSCN library redox annotation, primary screen; 0.03% of 200,000 active; activation, % at 10 µM; DTT-dependent redox cycling H2O2, phenol red/HRP absorbance; 100% = 100 µM peroxide control, 0% = buffer; AID 878, 2007;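 active = activation of at least 50% relative to the plate's high and low controls in the primary single-dose screen; inactive = activation below 50%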;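 note: compound incubated with DTT at 0.8 mM final as the reducing agent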
TLR4 MyD88 comp – inhibitors of TLR4-MyD88 association in cells, primary screen, cell-based, HeLa CL3-4, BLA complementation, FRET ratio | HeLa CL3-4 TLR4/MyD88 BLA complementation | 0.18% of 200,000 active | Toll-like receptor 4 (Homo sapiens) + Myeloid differentiation primary response protein … | inhibition, % at 8.4 µM; in the data active = inhibition above about 25%;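 note: 0% = vehicle and 100% = reference inhibitor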
PPARg SRC3 recr – PPARgamma agonists recruiting SRC-3 coactivator, primary screen, biochemical; biochemical PPARgamma/SRC-3 coactivator recruitment assay; activation, % at 8 µM; 0.26% of 200,000 active; in the data active = activation above about 23%;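 note: 0% = DMSO and 100% = reference agonist; some compounds past the cut are filed as inactive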
bIAP inhibitor – bovine intestinal alkaline phosphatase inhibitors, primary screen, selectivity assay for TNAP inhibitor project, biochemical, bovine IAP, CDP-star luminescence. 190,000 tested, under 10 active. inhibition, % at 20 µM. purified bovine IAP, 30 min;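 active = over 50% inhibition of intestinal alkaline phosphatase at 20 µM in the single-dose screen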
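System: Purified bovine intestinal alkaline phosphatase (IAP) enzyme | Input: IAP diluted 1/65,000,000 in the well | Also added: CDP-star chemiluminescent phosphatase substrate, 30 µM final | Dosing: 20 µM single dose | Times: Enzyme reaction for 30 min at room temperature | Detection: Luminescence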
SRC2 TRFRET art – TR-FRET signal artefacts, primary screen, artefact control for PPARgamma SRC-2 agonist project, biochemical; TR-FRET ratio at 8 µM; 0.4% of 200,000 active; AID 1049, 2008; TR-FRET artefact counter-screen; hits give high values; in the data active = TR-FRET ratio above about 2000; note: inactives centre near 1500
PPARg SRC-2 ag – agonists of PPARg-SRC-2 recruitment, primary screen, biochemical, HTS; Peroxisome proliferator-activated receptor gamma (Homo sapiens), P37231; PPARgamma LBD-SRC-2 recruitment; activation, % at 8 µM; 0.34% of 200,000 active; AID 1032, 2008; in the data active = activation above about 22%;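 note: 0% = vehicle and 100% = reference agonist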
Lmaj promast – Leishmania major promastigote growth inhibition, primary screen | Leishmania major promastigotes, resazurin fluorescence viability | inhibition, % at 10 µM | 9% of 200,000 active | AID 1063, 2008; in the data active = inhibition above about 50%;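 note: promastigotes grown with compound for 44 hours at 28 °C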
bIAP activator – bovine intestinal alkaline phosphatase activators, primary screen, biochemical, bovine IAP, CDP-star luminescence. 0.17% of 200,000 active. purified bovine IAP, 30 min; hits give high values; fold of DMSO-control signal, blank-subtracted. AID 1016, 2008. activation factor at 20 µM;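 active = activation factor of 2 or more at 20 µM, a signal rise over negative controls twice the positive control's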
PPARg SRC1 recr – PPARgamma agonists recruiting SRC-1 coactivator, primary screen, biochemical | activation, % at 8 µM | 0.41% of 200,000 active | PPARgamma-SRC-1 coactivator recruitment biochemical assay | Peroxisome proliferator-activated receptor gamma (Homo sapiens), P37231; in the data active = activation above about 19%;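 note: 0% = DMSO and 100% = reference agonist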
Active calls of the source: *; . = not tested or not shown.

Sequence of screens: S1P3 antag	ROMK primary	Redox H2O2 prof	TLR4 MyD88 comp	PPARg SRC3 recr	bIAP inhibitor	SRC2 TRFRET art	PPARg SRC-2 ag	Lmaj promast	bIAP activator	PPARg SRC1 recr
1	C=CCn1c(-c2ccc(OC)cc2)nc2ccccc21
→ -27	.	2.1	-13	-11	13	1506	-3	96*	0.9	3
2	O=c1c(-n2cncn2)c[nH]n1-c1cccc(Cl)n1
→ -30	0.82	-0.9	1	1	-4	1587	10	-5	1	2
3	CN(C(=O)CSc1nnc2ccccn12)C1CCS(=O)(=O)C1 (stereo not given)
→ .	0.46	0.1	15	-5	1	1221	0	-1	1	-4
4	COCCNC(=O)/C(C#N)=C/c1ccc(OC(=O)c2cccs2)c(OC)c1
→ -18	-4.4*	-0.1	-7	-3	22	1586	-9	33	0.8	-7
5	Nc1cc(=O)[nH]c(SCC(=O)Nc2nnc(-c3ccccc3)s2)n1
→ -3	0.54	-1.1	13	1	-3	1561	2	-1	1	3
6	Cc1ncoc1C(=O)Nc1ccccc1C(N)=O
→ 5	0.24	-0.7	2	-4	7	1595	2	-3	0.9	4
7	CCCCN(Cc1cc2ccccc2[nH]c1=O)C(=O)c1ccccn1
→ .	1.2	0.1	2	-12	0	1385	-4	-1	1	1
8	CCCc1nnc(NC(=O)CSc2ncn[nH]2)s1
→ -35	0.34	2.7	-6	5	-47	1455	-3	-2	1.5	4
9	CCN(CC(=O)Nc1ccccc1OC)C(=O)COc1ccc2ccccc2c1
→ -14	-2.4	-0.5	-4	0	14	1695	2	-1	0.9	7
10	OCC(O)C1OC(Nc2ccc(Br)cc2)C(O)C1O (stereo not given)
→ 2	-0.023	-0.4	1	2	0	1183	-7	6	1	-2
11	Cc1cc(C)cc(OCC(=O)OCC(=O)c2c(N)n(C)c(=O)n(C)c2=O)c1
→ .	0.46	0.1	1	0	11	1550	-1	-2	0.9	3
12	CC(C)(C)NC(=O)C1CC(=O)OC12CCCCC2 (stereo not given)
→ -6	.	-0.9	-7	11	32	1742	5	-2	0.7	-4
13	Cc1cc(C)c(S(C)(=O)=O)c(N(C)NC(=O)c2c(F)cccc2F)n1
→ -1	-0.36	-0.9	6	7	-10	1690	7	1	1.1	3
14	CC1(C)CC2CC(C)(CN2C(=O)c2ccc([N+](=O)[O-])cc2[N+](=O)[O-])C1 (stereo not given)
→ 13	-0.33	-0.8	-15	0	-4	1678	5	52*	1	6
15	Cc1cc(C)cc(-n2c(O)c(C=NC3CCS(=O)(=O)C3)c3ccccc3c2=O)c1 (stereo not given)
→ .	.	0.6	-6	3	1	1546	11	-2	1	8

A different layout for some results above.
| cpd | SMILES | S1P3 antag | ROMK primary | Redox H2O2 prof | TLR4 MyD88 comp | PPARg SRC3 recr | bIAP inhibitor | SRC2 TRFRET art | PPARg SRC-2 ag | Lmaj promast | bIAP activator | PPARg SRC1 recr |
| --- | --- | --- | --- | --- | --- | --- | --- | --- | --- | --- | --- | --- |
| 11 | Cc1cc(C)cc(OCC(=O)OCC(=O)c2c(N)n(C)c(=O)n(C)c2=O)c1 | . | 0.46 | 0.1 | 1 | 0 | 11 | 1550 | -1 | -2 | 0.9 | 3 |
| 12 | CC(C)(C)NC(=O)C1CC(=O)OC12CCCCC2 (stereo not given) | -6 | . | -0.9 | -7 | 11 | 32 | 1742 | 5 | -2 | 0.7 | -4 |

Later entries.
Key to letters – A = S1P3 antag; B = ROMK primary; C = Redox H2O2 prof; D = TLR4 MyD88 comp; E = PPARg SRC3 recr; F = bIAP inhibitor; G = SRC2 TRFRET art; H = PPARg SRC-2 ag; I = Lmaj promast; J = bIAP activator; K = PPARg SRC1 recr
(16) Cc1cc2c(c(=O)o1)C(CC(C)C)C(C#N)=C(N)O2 (stereo not given)
  A: . | B: -0.53 | C: 2.4 | D: -1 | E: -11 | F: 3 | G: 1748 | H: 0 | I: 4 | J: 1 | K: 8

(17) COc1cc(/C=N/OCC(=O)NC2CCCCC2C)ccc1OCc1ccc(Cl)cc1 (stereo not given)
  A: -1 | B: 0.38 | C: . | D: 4 | E: -2 | F: 4 | G: 1352 | H: -8 | I: 83* | J: 1 | K: -7

(18) CCC1(C)Cc2c(sc3[nH]c(=O)[nH]c(=O)c23)CS1 (stereo not given)
  A: . | B: 0.35 | C: -0.6 | D: 16 | E: 1 | F: 4 | G: 1518 | H: -2 | I: 5 | J: 1 | K: 4

(19) CCOC(=O)C1CCN(c2c(N3CCCC(C(=O)OCC)C3)c(=O)c2=O)CC1 (stereo not given)
  A: -4 | B: . | C: -0.3 | D: 3 | E: 1 | F: 1 | G: 1525 | H: 1 | I: -7 | J: 1 | K: 6

(20) O=C1c2ccccc2C(=O)N1Cc1nc2ccccc2c(=O)n1CCCN1CCOCC1
  A: 3 | B: 0.074 | C: -1.1 | D: 9 | E: 6 | F: 2 | G: 1580 | H: -5 | I: 0 | J: 1 | K: 6

(21) CS(=O)(=O)N(CC(=O)Nc1ccc2c(c1)OCCO2)Cc1ccccc1
  A: -25 | B: . | C: 2.4 | D: 1 | E: 3 | F: -2 | G: 1399 | H: -1 | I: 1 | J: 1 | K: -10

(22) c1ccc(N2CCN(c3nc(-c4ccccn4)nc4ccccc34)CC2)cc1
  A: . | B: -0.78 | C: 2.2 | D: -5 | E: 4 | F: -2 | G: 1571 | H: 5 | I: 100* | J: 1 | K: 4

(23) CCCCC(=O)NC(=S)Nc1c(C)cc(Br)cc1C
  A: -3 | B: 1.2 | C: -0.2 | D: -15 | E: 1 | F: -5 | G: 1530 | H: 7 | I: -4 | J: 1 | K: 5

(24) CC(C)CN(CC(C)C)C(=O)COc1ccccc1C(N)=O
  A: 16 | B: 0.21 | C: -1.1 | D: -21 | E: 0 | F: 0 | G: 1632 | H: 2 | I: -3 | J: 1 | K: 11

(25) Cc1ccc(C)c(N(C(=O)Cn2nnc3ccccc32)C(C(=O)NC(C)(C)C)c2ccsc2)c1 (stereo not given)
  A: . | B: . | C: -3.0 | D: -8 | E: 1 | F: 2 | G: 1524 | H: 0 | I: 13 | J: 1 | K: -3

(26) CC1(C)CC(=O)CC(=O)/C1=N\Nc1c(Cl)cc(Cl)cc1Cl
  A: -13 | B: . | C: 4.3 | D: 0 | E: 4 | F: 8 | G: 1557 | H: 1 | I: -8 | J: 0.9 | K: 1

(27) Cc1cc(CNC(=O)CC2C(=O)NCCN2Cc2ccccc2C(F)(F)F)nn1C (stereo not given)
  A: -27 | B: -0.054 | C: -0.4 | D: 2 | E: 2 | F: -1 | G: 1411 | H: 5 | I: -7 | J: 1 | K: 3

(28) CCOC(=O)C1CCN(Cc2cnc(Oc3ccc(OC)cc3)s2)CC1
  A: . | B: . | C: 0.9 | D: -5 | E: 1 | F: -2 | G: 1532 | H: 4 | I: 93* | J: 1 | K: -4

(29) c1ccc2cc(-c3cc4ccccn4c3)ccc2c1
  A: . | B: -0.28 | C: 0.7 | D: 2 | E: -7 | F: . | G: 1371 | H: 6 | I: -1 | J: 0.4 | K: 4

(30) Cc1oc(-c2cccs2)nc1CN1CCN(C(C)C)C(CCO)C1 (stereo not given)
  A: -10 | B: 0.86 | C: -0.8 | D: -29 | E: 4 | F: 0 | G: 1302 | H: 4 | I: 0 | J: 1 | K: 1

(31) CCC(C)(C)NC(=O)CN(Cc1cccs1)C(=O)CNS(=O)(=O)c1ccc(C)cc1
  A: . | B: -0.014 | C: -0.1 | D: -1 | E: -1 | F: 7 | G: 1495 | H: 5 | I: -6 | J: 0.9 | K: 2

(32) O=C(Cn1cccc1)N1CCc2ccccc21
  A: -6 | B: -0.91 | C: 2.5 | D: 1 | E: -10 | F: 8 | G: 1562 | H: -5 | I: -2 | J: 0.9 | K: 3

(33) COc1ccccc1-c1cc(C(F)(F)F)nc(S(C)(=O)=O)n1
  A: . | B: -3.9* | C: 0.1 | D: 20 | E: -3 | F: 4 | G: 1559 | H: 3 | I: 27 | J: 1 | K: 7

(34) Cn1c(=NC(=O)CSCC(=O)N2CCOCC2)sc2ccccc21
  A: . | B: -0.4 | C: -0.1 | D: 1 | E: 5 | F: 0 | G: 1534 | H: 3 | I: -3 | J: 1 | K: 1

(35) CNC(=S)Nc1cc(C(F)(F)F)ccc1Cl
  A: -8 | B: -0.59 | C: 0.1 | D: -2 | E: 0 | F: 2 | G: 1458 | H: -1 | I: 47 | J: 1 | K: -1

(36) COC(=O)c1c(C#N)c(N)nc2c1CCCC2
  A: 1 | B: . | C: 2.7 | D: 6 | E: -3 | F: -3 | G: 1495 | H: 1 | I: -5 | J: 1 | K: -6

(37) O=c1cc(O)c(-c2cccc(Cl)c2)c(Cl)[nH]1
  A: . | B: -1 | C: 0.2 | D: -1 | E: -6 | F: 16 | G: 1514 | H: -3 | I: -4 | J: 0.8 | K: 1

(38) CC(C)CCOCC(=O)Oc1ccccc1C(=O)O
  A: 10 | B: 0.37 | C: -0.2 | D: 4 | E: 0 | F: 14 | G: 1528 | H: -5 | I: -8 | J: 0.9 | K: 1

(39) CCOc1ccc(Nc2nnc(Cc3ccc(OC)cc3)c(=O)[nH]2)cc1
  A: 10 | B: -0.25 | C: -1.6 | D: 11 | E: 2 | F: 1 | G: 1570 | H: 6 | I: 0 | J: 1 | K: 4

(40) NNc1nc(-c2ccccc2)cc(-c2ccccc2)n1
  A: 0 | B: -1.1 | C: -0.3 | D: 6 | E: 2 | F: 14 | G: 1419 | H: 3 | I: 91* | J: 0.9 | K: 8

(41) CC(=O)c1cccc(NC(=O)C2CC(=O)N(c3cccc(C)c3C)C2)c1 (stereo not given)
  A: . | B: . | C: 0.7 | D: 4 | E: 12 | F: 4 | G: 1649 | H: 3 | I: -3 | J: 1 | K: 5

(42) CC(C)Cn1c(CCCNC(=O)c2ccc(F)cc2)nc2ccccc21
  A: . | B: . | C: -0.2 | D: 0 | E: 10 | F: 13 | G: 1704 | H: -1 | I: 7 | J: 0.9 | K: -1

(43) COc1ccc(/C(N)=N/OC(=O)CSc2ccc(C)cc2)cc1
  A: . | B: . | C: -0.2 | D: -1 | E: -4 | F: 25 | G: 1502 | H: 12 | I: -7 | J: 0.7 | K: 7

Profiles, quoted from the list. Order of screens: S1P3 antag	ROMK primary	Redox H2O2 prof	TLR4 MyD88 comp	PPARg SRC3 recr	bIAP inhibitor	SRC2 TRFRET art	PPARg SRC-2 ag	Lmaj promast	bIAP activator	PPARg SRC1 recr
`CC(C)CCOCC(=O)Oc1ccccc1C(=O)O` is listed as 10	0.37	-0.2	4	0	14	1528	-5	-8	0.9	1
`O=c1cc(O)c(-c2cccc(Cl)c2)c(Cl)[nH]1` is listed as .	-1	0.2	-1	-6	16	1514	-3	-4	0.8	1
`COC(=O)c1c(C#N)c(N)nc2c1CCCC2` is listed as 1	.	2.7	6	-3	-3	1495	1	-5	1	-6
`CCC(C)(C)NC(=O)CN(Cc1cccs1)C(=O)CNS(=O)(=O)c1ccc(C)cc1` is listed as .	-0.014	-0.1	-1	-1	7	1495	5	-6	0.9	2

Assay outcomes deposited in PubChem BioAssay by several laboratories.
